# IDE inh – inhibitors of human insulin-degrading enzyme in cells. 0.41% of 320,000 active. HEK cells, FAbetaB cleavage, fluorescence polarization. P14735. AID 434962. inhibition, % at 5.59 µM;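 active means percent inhibition above the average of all tested compounds plus 3 SD, set per screening campaign, cut at about 16% in these data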;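 further: IDE supplied by intact live HEK cells; FP after avidin binding of uncleaved biotin substrate so inhibition keeps polarization high; 0% = DMSO wells and 100% = 60 µM reference IDE inhibitor Ii1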
# DNA FID counter – fluorescent intercalator displacement, NS3 helicase counter-screen | AID 1845 | 0.17% of 290,000 active | DNA fluorescent intercalator displacement, fluorescence | inhibition, % at 7.9 µM; in the data active means inhibition above about 37%;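 further: 0% = vehicle and 100% = reference compound; higher means more ethidium bromide displaced from hairpin DNA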
# NS3 helicase inh – HCV NS3 helicase inhibition; NS3 helicase DNA unwinding, Cy5 molecular beacon fluorescence; inhibition, % at 10.9 µM; 0.56% of 290,000 active; AID 1800;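 active means inhibition above the mean of all tested compounds plus 3 SD, set per campaign, cut at about 35% in these data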;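 further: 0% = DMSO wells and 100% = thioflavine S control wells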
#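 assay system = NS3 helicase fragment of HCV | buffer or medium = MOPS pH 6.5, MgCl2, DTT, Tween20, BSA | timing = 60 min unwinding reaction at 25 °C after ATP addition | signal = Cy5 beacon fluorescence read at start and 1 h | read-out basis = % inhibition of unwinding | control set = low DMSO, high thioflavine S at 110 µM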
# IDE cell activ – boosts human insulin-degrading enzyme activity in HEK cells | P14735 | FAbeta-B cleavage, fluorescence polarization; 0% vehicle, 100% cell-free pure enzyme wells | activation, % at 5.96 µM | 0.073% of 340,000 active | AID 493087;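 active means activation above the mean of all tested compounds plus 3 SD, set per screening campaign, cut at about 17% in these data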
# VIM-2 inhibitor – inhibitors of Pseudomonas aeruginosa VIM-2 metallo-beta-lactamase. 0.89% of 290,000 active. AID 1527. purified VIM-2, nitrocefin hydrolysis, epi-absorbance fluorescence. inhibition, % at 5.6 µM;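 active means inhibition above the mean of all tested compounds plus 3 SD, cutoff set per screening run, cut at about 7.5% in these data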;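 further: red hydrolysis product quenches plate fluorescence so inhibitors raise well fluorescence; 0% = enzyme with DMSO and 100% = DMSO without enzyme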
# SUMO HTRF inh – blocks human SUMOylation mediated by UBC9 | HTRF SUMOylation assay, SAE1/SAE2 + UBC9, in vitro | inhibition, % at 35 µM | 0.36% of 290,000 active | AID 2006; in the data active means inhibition above about 50%, passing the limit was not always enough; further: strong numbers were not always called active
# Target sequence (P63279 whole entry, looked up): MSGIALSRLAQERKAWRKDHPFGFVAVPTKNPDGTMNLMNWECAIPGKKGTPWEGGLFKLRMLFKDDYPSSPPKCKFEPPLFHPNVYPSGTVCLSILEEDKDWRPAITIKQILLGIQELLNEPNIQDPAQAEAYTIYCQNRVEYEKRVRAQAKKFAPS
# pCIP destab – p/CIP protein destabilization. Q05BA5. F442A p/CIP-EGFP cells, EGFP fluorescence, 16 h. decrease of EGFP signal, % at 10 µM. 0.01% of 290,000 active;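 active means EGFP signal decrease of at least 30% at 10 µM or well 3 SD below plate mean, unless failing retest; inactive means the rest, including hits failing retest or dose response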; further: some compounds called inactive have numbers as strong as hits; many of its hits are not listed in these tables
# IMP-1 inh – blocks Pseudomonas aeruginosa IMP-1 metallo-beta-lactamase; purified IMP-1, nitrocefin hydrolysis, epi-absorbance fluorescence; inhibition, % at 5.6 µM; 0.45% of 290,000 active; AID 1556;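 active means inhibition above the mean plus 3 SD of all compounds in the same screening run, cut at about 4.5% in these data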;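 further: 0% = IMP-1 with DMSO and 100% = DMSO wells lacking enzyme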
#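 Material – recombinant IMP-1 enzyme, purified · Amount – IMP-1 0.2 nM before substrate addition · Medium – HEPES buffer pH 7.1 with ZnSO4 and Brij 35 · Timing – 25 °C, 15 min preincubation, 25 min reaction · Measured by – plate fluorescence quenching by hydrolysis product, ex 480/em 530 nm · Read-out – percent enzyme inhibition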
# M18AAP inhibitor – PfM18AAP enzyme inhibition; 1.2% of 290,000 active; recombinant PfM18AAP, H-Glu-NHMec fluorogenic cleavage; inhibition, % at 7.35 µM;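 active means inhibition above the campaign mean inhibition over all tested compounds plus 3 SD, cut at about 28% in these data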;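 further: 0% = plate median of test compound wells and 100% = 2 mM ZnCl2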
# Starred values were filed as active, the others as inactive; . = no result given.
# Fields: IDE inh	DNA FID counter	NS3 helicase inh	IDE cell activ	VIM-2 inhibitor	SUMO HTRF inh	pCIP destab	IMP-1 inh	M18AAP inhibitor
Clc1ccc(Cn2nc(-c3ccccc3)nc2-c2ccccc2)cc1
    -1	-4	-9	4	-1.3	-37	2	-1.8	-4
O=C(Oc1cccc(C(=S)N2CCOCC2)c1)c1ccc([N+](=O)[O-])cc1[N+](=O)[O-]
    1	-5	3	0	0.6	2	3	-2.2	27
Cc1ccc(-c2nc(C)sc2CC(=O)O)cc1
    2	-2	3	-4	-3.3	6	-18	-1.5	-7
COc1ccc(-c2csc(C3=C(O)CN(CCCN4CCCC4=O)C3=N)n2)cc1OC
    -2	-21	-13	7	1.0	-6	-10	-1.3	1
COc1ccc(N2CC(C(=O)NCc3cccnc3)CC2=O)cc1 (configuration not stated)
    -1	2	-10	3	-1.0	8	-8	-0.3	-2
O=C(NC1=C(NC2CCS(=O)(=O)C2)C(=O)c2ccccc2C1=O)c1ccccc1 (configuration not stated)
    4	1	-1	1	-2.2	19	-18	-1.1	3
CCOC(=O)c1c(S(=O)(=O)Nc2ccc(F)cc2C)c(C)n(C)c1C
    7	-37	7	0	0.9	0	4	-0.8	0
CCOc1ccc(-c2csc3ncn(-c4ccc(OC)cc4)c(=O)c23)cc1
    2	4	4	5	0.6	-9	-21	-4.0	-4
Cc1ccc2cc(C#N)c(N3CCCC3)nc2c1C
    1	-7	4	-7	1.9	7	2	-2.1	5
O=C(Nc1ccc(N2CCCCCC2)cc1)c1ccccc1Cl
    0	-9	-2	2	-2.7	-10	-20	-2.7	20
O=C(Nc1cccc(-c2ccc(F)cc2)c1)C1CCCN(Cc2cccnc2)C1 (configuration not stated)
    -2	22	-9	-1	0.6	-10	7	0.3	5
CCOC(=O)N1CCN(S(=O)(=O)c2ccc(C(=O)Nc3nnc(CC)o3)cc2)CC1
    1	-35	2	-4	-1.5	14	-38	-3.9	2
CCOc1ccccc1C(=O)n1nc2nc(C)cc(C)c2c1N
    -3	-6	-2	6	1.8	24	-4	0.1	0
CC(C)[C@H](NC(=O)c1ccco1)C(=O)Nc1ccc(OC(F)F)cc1
    -1	-9	-2	0	-0.2	-1	-17	-2.7	0
C=C1CCN([C@H](C(=O)NCc2ccco2)C(C)C)S(=O)(=O)c2ccccc21
    5	.	.	-2	.	8	-2	.	.

# Continued, overlapping the part above by three compounds.
# Fields: IDE inh	DNA FID counter	NS3 helicase inh	IDE cell activ	VIM-2 inhibitor	SUMO HTRF inh	pCIP destab	IMP-1 inh	M18AAP inhibitor
CCOc1ccccc1C(=O)n1nc2nc(C)cc(C)c2c1N
    -3	-6	-2	6	1.8	24	-4	0.1	0
CC(C)[C@H](NC(=O)c1ccco1)C(=O)Nc1ccc(OC(F)F)cc1
    -1	-9	-2	0	-0.2	-1	-17	-2.7	0
C=C1CCN([C@H](C(=O)NCc2ccco2)C(C)C)S(=O)(=O)c2ccccc21
    5	.	.	-2	.	8	-2	.	.
COc1ccc(NC2CC(=O)N(c3ccc(C(=O)O)cc3)C2=O)cc1 (configuration not stated)
    1	-2	20	7	-4.0	10	0	-3.9	12
O=C(c1ccc(Cn2cc(Br)cn2)o1)n1cccn1
    -5	5	17	5	-1.4	1	-6	-6.4	-19
S=C(NC1CC1)N1CCCc2ccccc21
    0	-10	14	1	-1.4	-8	0	1.4	2
Cc1ccc(C(=O)CNc2ccc(F)cc2)cc1
    0	-6	2	1	0.1	-2	0	-0.2	11
CCn1c(SCC(=O)NC2CCCCC2)nnc1C(C)NC(=O)c1ccccc1F (configuration not stated)
    -2	-20	5	9	1.9	6	-10	0.1	-7
Cc1cccc(Oc2sc(C(=O)c3ccccc3)c(N)c2C#N)c1C
    5	-1	-2	4	-1.1	7	-22	-2.8	-11
CC(C)[C@H](N)c1nnc(SC/C=C/c2ccccc2)o1
    3	-3	-1	5	-2.4	-8	-11	-2.5	4
Cc1cccc2cc(C3CC(c4ccco4)=NN3S(C)(=O)=O)c(Cl)nc12 (configuration not stated)
    2	-19	33	2	0.6	19	-1	1.4	18
Cc1cccc(NC(=S)Nc2ccccn2)c1
    12	-4	-4	6	-2.8	8	4	-3.5	11
Cc1ccc(NC(=O)CSc2ncc3ccccn23)cc1
    5	-3	9	4	-4.0	26	-9	-1.7	12
Cc1ccc(OS(=O)(=O)c2ccc(N3C(=O)CCC3=O)cc2)cc1
    13	-6	9	-13	-2.4	-2	8	-4.1	1
CC(C)(C)C(=O)N1CCCC1C(=O)O (configuration not stated)
    -4	4	-4	0	-3.0	-5	-8	-2.7	-3
O=C(Cc1ccc2c(c1)OCCO2)N1CCN(c2ccccc2)CC1
    2	-45	13	0	1.8	5	-8	0.2	11
COc1ccc(C(=O)C2CCN(C(=S)NCC3CCCO3)CC2)cc1 (configuration not stated)
    -1	-17	-9	5	-2.3	12	-11	-2.3	-9
COc1cccc(N2CCN(C(=O)Cn3c(=O)oc4ccccc43)CC2)c1
    3	-10	7	5	1.6	-3	8	-3.9	0
COc1ccc2nc(NC(=O)c3ccc4ncsc4c3)sc2c1
    2	-2	9	3	-3.6	25	-8	-4.9	2
OC(CNCCc1ccccc1)c1ccccc1 (configuration not stated)
    4	1	8	3	-3.6	12	-4	-2.8	5
COc1ccccc1NC(=O)CC(=O)c1ccccc1
    3	-8	-4	1	-0.7	-4	1	-0.6	-17
CCN(CC)S(=O)(=O)c1ccc(Oc2ccccc2OC)cc1
    -1	-28	-15	3	-2.1	1	-4	-1.4	5
CCCCOC1(c2ccccc2)NC(=S)NN=C1c1ccccc1 (configuration not stated)
    -6	-2	9	.	-3.2	16	5	0.6	5
Cc1c(C)n(CC(O)CN(CCO)CCO)c2ccccc12 (configuration not stated)
    -1	-2	-6	0	-4.2	14	-5	-3.8	5
CC(Sc1nnc2ccccn12)C(=O)N1CCc2ccccc2C1 (configuration not stated)
    -2	-4	-17	0	-2.4	0	0	2.2	-2
CCOC(=O)c1cc(-c2ccc(OC)cc2)n(CCC(=O)NC2CCN(Cc3ccccc3)CC2)c1C
    -2	16	-43	1	-1.5	-5	4	-0.8	-3
COc1cccc(NC(=O)c2ccc3nsnc3c2)c1
    0	-7	1	-3	0.2	-3	-2	-2.4	-7
CCC(C)COC(=O)C(C#N)c1nc2ccccc2nc1N1CCCCC1 (configuration not stated)
    -1	1	4	1	-3.0	5	-17	-3.8	2
O=C(CN(Cc1ccccc1Cl)C(=O)c1csnn1)NCc1ccccc1
    -1	-25	5	0	-1.0	17	-8	-2.8	5
Cn1nc(C(F)(F)F)c(C#N)c1N1CCN(c2ccccc2F)CC1
    3	1	0	1	1.0	5	-2	-0.4	-4
O=C(O)Cc1ccc(O)c(O)c1
    4	.	.	5	.	1	4	.	.
CC(C)(C)NC(=O)CN(C(=O)CS(=O)CC(=O)Nc1ccc(F)cc1)c1ccccc1 (configuration not stated)
    -7	-15	6	8	-3.2	-16	2	-3.5	-3
Cc1ccc(C)c(N(CC(=O)Nc2ccc(-c3nc4ccc(C)cc4s3)cc2)S(C)(=O)=O)c1
    7	-4	-3	-11	-2.2	-8	-1	-4.0	0
O=c1c2ccccc2nc(-c2ccccc2)n1CCCn1ccnc1
    0	5	3	2	-0.3	10	-2	-5.1	4
Cc1ccc(NC(=O)C2CC2c2ccccc2)cc1 (configuration not stated)
    8	-9	-14	-3	-1.6	-4	-7	-5.6	-4
C=CCn1c(CSCc2ccc(F)cc2)n[nH]c1=S
    3	-16	11	-11	1.6	-2	2	-0.8	15
COc1ccc(OC)c(NC(=O)CN(c2ccc(C(C)C)cc2)S(=O)(=O)c2c(C)noc2C)c1
    -3	-20	-14	-1	0.7	-3	-8	-0.4	-8
CC1CCc2sc(C(=O)OCC(=O)NC(C)C)cc2C1 (configuration not stated)
    0	2	-10	6	0.8	-14	11	-0.9	-8
O=C(Oc1ccc(N(C(=O)c2ccncc2)S(=O)(=O)c2cccs2)cc1)c1ccncc1
    -6	3	10	2	-1.6	31	-11	-0.9	-1
COC(=O)CCCCCNc1ccc(C(=O)OC)cc1N
    3	-19	-19	3	0.2	0	2	-1.9	-8
CCOc1ccc(-c2cc(N3C(=O)Nc4ccccc4N3O)on2)cc1
    0	-32	24	-2	2.5	8	-5	-1.8	7
Cc1ccc(Cl)cc1N1CCN(C(=O)c2cc3c(=O)n(C)c4ccccc4c3n2C)CC1
    6	-3	-3	-6	-5.0	-7	2	-2.5	2
O=C(NCCN1CCOCC1)c1ccc([N+](=O)[O-])cc1[N+](=O)[O-]
    -1	7	12	0	1.2	6	-11	-1.0	-2
COc1ccc(Cl)cc1NC(=O)C(OC)c1ccccc1 (configuration not stated)
    1	-7	2	4	-1.0	-6	8	-0.8	5
CC(=O)Oc1ccc(-c2ccc(C(=O)O)cc2)cc1
    10	1	5	4	-3.6	15	-9	-3.2	-6
CCOC(=O)c1c(CSc2ccc(CC)cc2)oc2ccc(O)c(CN(C)C)c12
    -5	28	-108	5	-1.8	3	-13	-2.7	0
COc1cccc(Nc2cc(C)nc3ccccc23)c1
    -1	11	2	0	3.2	1	-8	-5.1	6
COCCCNCCOc1cc(C(C)C)ccc1C
    -5	14	-7	3	-1.7	8	-10	1.0	15
Cc1cc(NC(=O)Nc2cccc(Cl)c2)n(-c2ccccn2)n1
    0	-8	-30	5	2.5	-29	4	-1.0	2
CC(Oc1ccc(Br)cc1Br)C(=O)Nc1cccnc1Cl (configuration not stated)
    .	-25	-7	-4	-0.6	-4	-9	-2.0	-6
O=C(C1CC1)N(Cc1nc2ccccc2c(=O)[nH]1)Cc1cccs1
    5	-9	2	0	-4.2	-13	1	-4.3	6
Cc1ccc(F)cc1NC(=O)C1CCN(c2cnccn2)CC1
    1	-3	4	1	-1.1	9	2	-2.8	-11
CCCN1C(=O)/C(=C\C=C2/Sc3ccccc3N2CCO)SC1=S
    11	-4	-1	-17	-1.9	7	-28	-2.3	10
Cc1nn(C)cc1CN(C)C(=O)c1cc2nc(-c3ccco3)cc(C(F)(F)F)n2n1
    5	-28	2	1	2.1	16	-13	-5.0	-8
CCOC(=O)C1CCN(C(=O)C2CCN(S(=O)(=O)c3cccc4nsnc34)CC2)CC1
    -7	-27	-9	2	-0.4	13	-5	-2.4	0
O=C(CN(c1ccccc1)S(=O)(=O)c1ccc(F)cc1)NC1CCS(=O)(=O)C1 (configuration not stated)
    -1	-2	-14	5	0.8	12	0	-3.6	12
CC1CCN(S(=O)(=O)c2ccc3c(c2)N(CC(=O)NCCCN2CCCCC2C)C(=O)CS3)CC1 (configuration not stated)
    0	11	-21	5	-3.5	.	-7	-2.9	4
Cc1ccc(-n2nnnc2SCn2nnc3ccccc3c2=O)c(C)c1
    1	3	2	9	-1.4	-4	-19	-0.5	6
